Screening data as filed in PubChem.
Wnt bcat act: activates Wnt/beta-catenin signaling in a reporter cell assay. activator, plate reader. activation, % at 9.35 µM. 1.2% of 300,000 active. AID 743398; in the data active = activation above about 30%, passing the limit was not always enough;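 note: 0% = neutral control wells and 100% = positive control wells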
Rtt109 HAT inh: C. albicans Rtt109 histone acetyltransferase inhibition. inhibition, % at 34.9 µM. Q5AAJ8. 0.16% of 330,000 active. purified Rtt109/Vps75, ThioGlo CoA-SH fluorescence, 4 h;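 active = inhibition of at least 50% in every replicate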
Target sequence (Q5AAJ8 whole entry, looked up): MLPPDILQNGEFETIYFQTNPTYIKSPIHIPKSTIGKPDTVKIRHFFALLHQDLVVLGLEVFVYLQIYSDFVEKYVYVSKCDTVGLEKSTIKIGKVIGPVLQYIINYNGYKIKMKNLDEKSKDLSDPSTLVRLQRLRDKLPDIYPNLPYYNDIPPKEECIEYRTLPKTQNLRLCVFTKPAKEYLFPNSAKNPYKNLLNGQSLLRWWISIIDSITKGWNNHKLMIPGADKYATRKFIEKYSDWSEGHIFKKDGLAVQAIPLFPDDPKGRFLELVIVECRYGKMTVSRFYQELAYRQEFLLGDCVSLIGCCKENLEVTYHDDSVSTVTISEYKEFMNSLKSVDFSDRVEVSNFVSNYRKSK
MITF TRPM1 HTS: activators of MITF-driven TRPM1 promoter activity in SK-MEL-5 cells. SK-MEL-5 TRPM1-promoter luciferase, 24 h; % of positive control, neutral wells = 0. 0.75% of 300,000 active. activation, % at 12.5 µM. AID 588334;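 active = mean activation of at least 80% with every replicate also reaching 80%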;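 note: 0% = neutral control wells and 100% = parthenolide positive control wells; values of inactives mirror those of a sister screen read the other way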
dFosB activator: activators of mouse delta FosB homodimer; P13346; purified delta FosB, TAMRA-CDK5 oligo fluorescence polarization; percent of positive-control signal above neutral wells; activation, % at 25 µM; 0.99% of 340,000 active; AID 493131;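 active = mean activation above about 17%, with every replicate also reaching it, limit read from the data, passing the limit was not always enough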;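 note: fluorescence polarization rise as delta FosB binds a TAMRA Cdk5 AP-1 oligo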
Target sequence (P13346 whole entry, looked up): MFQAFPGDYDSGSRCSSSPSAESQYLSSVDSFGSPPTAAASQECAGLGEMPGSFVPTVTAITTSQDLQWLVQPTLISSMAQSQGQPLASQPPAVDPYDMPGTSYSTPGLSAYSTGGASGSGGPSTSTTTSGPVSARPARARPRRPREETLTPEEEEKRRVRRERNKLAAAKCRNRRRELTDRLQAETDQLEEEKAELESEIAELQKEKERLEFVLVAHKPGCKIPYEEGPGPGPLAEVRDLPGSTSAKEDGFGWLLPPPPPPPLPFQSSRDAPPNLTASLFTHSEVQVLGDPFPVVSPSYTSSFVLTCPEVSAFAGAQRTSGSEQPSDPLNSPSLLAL
RTF Ca sens act: increases calcium sensitivity of human cardiac regulated thin filaments | P19429+P45379 | IANBD-labeled TnC RTF fluorescence at EC20 calcium; 0% EC20 calcium, 100% full calcium | 0.24% of 340,000 active | AID 493008 | activation, % at 7.2 µM;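 active = activation above the mean over all tested compounds plus 3 SD, cut at about 30% in these data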;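 note: rise in fluorescence read as greater calcium sensitivity of cardiac thin filaments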
CDK5 inh: blocks human CDK5/p35 kinase activity; Recombinant CDK5/p35, ADP-Glo luminescence, 60 min; Q00535+Q15078; 0.01% of 330,000 active; AID 488839; inhibition, % at 10 µM;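 active = highest replicate inhibition of at least 50% and at least 75% of replicates reaching 50%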;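 note: plate controls were DMSO neutral control for no effect and GW8510 at 10 µM for full effect; many of its hits are not listed in these tables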
CAL PDZ FP-1: blocks peptide binding to human CAL PDZ domain. purified CAL PDZ, TMR-peptide fluorescence polarization, 1 h. inhibition, % at 20 µM. 0.02% of 330,000 active. AID 504414;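 active = highest replicate inhibition of at least 40%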;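 note: plate controls were DMSO neutral control wells for no effect and unlabeled competitor peptide control wells for full effect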
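System: tagged CAL PDZ domain. Schedule: 1 h room-temperature incubation prior to read. Signal: fluorescence polarization (mP). Measure: percent inhibition from loss of millipolarization.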
CAL PDZ FP-2: blocks peptide binding to the human CAL PDZ domain | Q9HD26 | purified CAL PDZ, TMR-peptide fluorescence polarization, 1 h | inhibition, % at 24.9 µM | 0.92% of 300,000 active | AID 602252;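 active = mean inhibition of at least 30% with at least half of replicates also reaching 30%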;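 note: 0% = DMSO neutral control and 100% = excess unlabeled competitor peptide PRC23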
V-ATPase pH: regulators of yeast V-ATPase proton transport. response, % at 10 µM. 0.37% of 350,000 active. S. cerevisiae, pHLuorin cytosolic pH fluorescence; in the data active = response mostly above about 7.3%, no sharp cut-off; inactive = mostly below about 5.4%; note: actives read high; inactives centre near 0; some compounds called inactive have numbers as strong as hits; reference of the scale not given here
Tat export inh: E. coli Tat transport inhibition. E. coli MC4100 TorA-mCherry Tat export, fluorescence. inhibition, % at 10 µM. 0.036% of 340,000 active. AID 488895;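 active = mean replicate inhibition at least 50% and at least half of replicates individually reaching 50%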;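 note: exported cargo escapes ClpAP degradation while cytoplasmic cargo is degraded and loses fluorescence; 0% = median of neutral control wells and 100% = median of NaSCN control wells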
* hit, by the source's call.

How did COc1ccc(C(=O)C2CCCN(C(=O)c3noc4c3CCCC4)C2)cc1F (configuration not stated) do in these assays?
Wnt bcat act: -1; Rtt109 HAT inh: 6; MITF TRPM1 HTS: -12; dFosB activator: -10; RTF Ca sens act: -4; CDK5 inh: 0.8; CAL PDZ FP-1: 0.1; CAL PDZ FP-2: 1; V-ATPase pH: 1; Tat export inh: -1

What do the screens show for `CCN(CC)C(=O)CN(Cc1ccccc1)S(=O)(=O)c1ccc(F)cc1`?
Wnt bcat act: -1; Rtt109 HAT inh: -4; MITF TRPM1 HTS: -3; dFosB activator: 4; RTF Ca sens act: 2; CDK5 inh: -0.1; CAL PDZ FP-2: -4; V-ATPase pH: -2; Tat export inh: -5

Results for CN(C)c1nc(N)nc(Cn2nnc(-c3ccc(C(F)(F)F)cc3)n2)n1 ?
Wnt bcat act: -2; Rtt109 HAT inh: -2; MITF TRPM1 HTS: -4; dFosB activator: -3; RTF Ca sens act: 4; CDK5 inh: -1.5; CAL PDZ FP-1: -2.6; CAL PDZ FP-2: -2; V-ATPase pH: 5; Tat export inh: -5

Results for CCCNC(=O)CS(=O)Cc1nc(-c2ccccc2C)oc1C (configuration not stated) ?
Wnt bcat act: 4; Rtt109 HAT inh: 5; dFosB activator: -1; RTF Ca sens act: 10; CDK5 inh: -6.0; CAL PDZ FP-1: -0.8; V-ATPase pH: 2; Tat export inh: -9

Results for COc1ccc(C)cc1NC(=O)CNC(=O)[C@@H]1Cc2ccccc2CN1 ?
Wnt bcat act: -1; Rtt109 HAT inh: 5; MITF TRPM1 HTS: -5; dFosB activator: -3; RTF Ca sens act: -5; CDK5 inh: -1.6; CAL PDZ FP-1: 0.1; CAL PDZ FP-2: -3; V-ATPase pH: 1; Tat export inh: 2

What do the screens show for `CN(C)CCCCOc1cccc(Br)c1`?
Wnt bcat act: 1; Rtt109 HAT inh: 7; MITF TRPM1 HTS: -2; dFosB activator: -8; RTF Ca sens act: 9; CDK5 inh: 2.3; CAL PDZ FP-1: 0.4; CAL PDZ FP-2: -1; V-ATPase pH: 2; Tat export inh: -3

Results for N#Cc1c(N)c2ccccn2c1C(=O)c1ccc(Br)cc1 ?
Wnt bcat act: 0; Rtt109 HAT inh: 7; MITF TRPM1 HTS: -4; dFosB activator: -6; RTF Ca sens act: 0; CDK5 inh: 0.6; CAL PDZ FP-1: -2.3; CAL PDZ FP-2: -3; V-ATPase pH: 1; Tat export inh: -5

Results for O=C(CN1CCN(C(=O)c2ccco2)CC1)Nc1cc(C(F)(F)F)ccc1Cl ?
Rtt109 HAT inh: 6; MITF TRPM1 HTS: 3; dFosB activator: -1; RTF Ca sens act: 2; CDK5 inh: 0.1; CAL PDZ FP-1: -1.9; CAL PDZ FP-2: -1; V-ATPase pH: 1; Tat export inh: 11

How did COc1cc(S(=O)(=O)N2CCN=C2c2ccccc2)c(OC)cc1Cl do in these assays?
Wnt bcat act: -4; Rtt109 HAT inh: -5; MITF TRPM1 HTS: 4; dFosB activator: -12; RTF Ca sens act: 0; CDK5 inh: 1.4; CAL PDZ FP-1: -3.0; CAL PDZ FP-2: 1; V-ATPase pH: -1; Tat export inh: -14

Results for CCN(CC)S(=O)(=O)c1ccc2c(c1)nc(CCC(=O)Nc1ccc(N3CCOCC3)cc1)n2C ?
Wnt bcat act: -3; Rtt109 HAT inh: 5; MITF TRPM1 HTS: 12; dFosB activator: -11; RTF Ca sens act: 6; CDK5 inh: 1.3; CAL PDZ FP-1: -2.1; CAL PDZ FP-2: -6; V-ATPase pH: 4; Tat export inh: -4

What do the screens show for `COc1ccc(-c2cn(-c3ccc(OC)cc3)c3[n+]2-c2ccccc2CC3)cc1`?
Wnt bcat act: -3; Rtt109 HAT inh: 6; MITF TRPM1 HTS: -68; dFosB activator: -7; RTF Ca sens act: 3; CDK5 inh: -1.1; CAL PDZ FP-1: 0.0; CAL PDZ FP-2: 1; V-ATPase pH: 1; Tat export inh: -1

How did O=C(CSc1nnc(-c2cccnc2)n1-c1ccccc1)Nc1ccc2c(c1)OCO2 do in these assays?
Wnt bcat act: 2; Rtt109 HAT inh: 4; MITF TRPM1 HTS: -3; dFosB activator: 0; RTF Ca sens act: 1; CDK5 inh: 0.7; CAL PDZ FP-1: -0.1; CAL PDZ FP-2: -4; V-ATPase pH: 4; Tat export inh: -5

What do the screens show for `S=C(Nc1ccc(N2CCOCC2)cc1)Nc1ccc2nc(-c3ccco3)c(-c3ccco3)nc2c1`?
Wnt bcat act: -8; Rtt109 HAT inh: 21; MITF TRPM1 HTS: 10; dFosB activator: -29; RTF Ca sens act: 16; CDK5 inh: 2.9; CAL PDZ FP-1: -2.0; CAL PDZ FP-2: -1; V-ATPase pH: -2; Tat export inh: -6

How did O=C(CSc1nnc(C2CC2)n1-c1ccccc1)NCCN1C(=O)CSC1=O do in these assays?
Wnt bcat act: -2; Rtt109 HAT inh: -8; MITF TRPM1 HTS: 2; dFosB activator: 5; RTF Ca sens act: -3; CDK5 inh: 1.3; CAL PDZ FP-1: -2.3; CAL PDZ FP-2: -1; V-ATPase pH: -1; Tat export inh: 2

Results for CCOc1ccc(N2C(=O)CC(NC3CCN(C(=O)c4cccs4)CC3)C2=O)cc1 (configuration not stated) ?
Wnt bcat act: 2; Rtt109 HAT inh: -1; MITF TRPM1 HTS: 2; dFosB activator: -5; RTF Ca sens act: -2; CDK5 inh: 0.7; CAL PDZ FP-1: -1.5; CAL PDZ FP-2: -2; V-ATPase pH: -2; Tat export inh: -3

What do the screens show for `CCNC(=S)N(Cc1cc2cc(C)c(C)cc2[nH]c1=O)C1CCCC1`?
Rtt109 HAT inh: 3; MITF TRPM1 HTS: -2; dFosB activator: 4; RTF Ca sens act: 2; CDK5 inh: -2.1; CAL PDZ FP-1: -0.6; CAL PDZ FP-2: -4; V-ATPase pH: -1; Tat export inh: 0

How did O=C(CSc1nnc(NC(=O)C2CC(=O)N(c3ccc(F)cc3)C2)s1)NCC1CCCO1 (configuration not stated) do in these assays?
Wnt bcat act: -1; Rtt109 HAT inh: -5; MITF TRPM1 HTS: 15; dFosB activator: -3; RTF Ca sens act: 1; CDK5 inh: 1.3; CAL PDZ FP-1: -1.1; CAL PDZ FP-2: -2; V-ATPase pH: -2; Tat export inh: 3

Results for Cc1ccc(S(=O)(=O)N2CCN(CC(O)CN3CCOCC3)CC2)cc1 (configuration not stated) ?
Wnt bcat act: -5; Rtt109 HAT inh: -1; MITF TRPM1 HTS: 8; dFosB activator: -1; RTF Ca sens act: -2; CDK5 inh: -0.2; CAL PDZ FP-1: -1.2; CAL PDZ FP-2: -3; V-ATPase pH: 2; Tat export inh: -5

Results for CCOc1ccc2cc(C3CC(c4ccco4)=NN3S(=O)(=O)c3ccccc3)c(Cl)nc2c1 (configuration not stated) ?
Wnt bcat act: 2; Rtt109 HAT inh: -4; MITF TRPM1 HTS: 8; dFosB activator: 4; RTF Ca sens act: -3; CDK5 inh: 0.4; CAL PDZ FP-1: -1.6; CAL PDZ FP-2: -5; V-ATPase pH: 4; Tat export inh: -9

Results for Cc1ccc(N2CCN(C(=O)c3cc(C(=O)c4ccccc4C)c[nH]3)CC2)c(C)c1 ?
Wnt bcat act: 0; Rtt109 HAT inh: -1; MITF TRPM1 HTS: -22; dFosB activator: -2; RTF Ca sens act: 0; CDK5 inh: 2.3; CAL PDZ FP-1: -0.9; CAL PDZ FP-2: -4; V-ATPase pH: 0; Tat export inh: 10

Results for CCOC(=O)c1c(CN(C)C)n(-c2ccccc2)c2cc(Br)c(OC)cc12 ?
Wnt bcat act: 0; Rtt109 HAT inh: 6; MITF TRPM1 HTS: 1; dFosB activator: -15; RTF Ca sens act: 1; CDK5 inh: 0.5; CAL PDZ FP-1: -1.4; CAL PDZ FP-2: -5; V-ATPase pH: 4; Tat export inh: -3

What do the screens show for `CCc1ccccc1-n1c(SCC(=O)N2CCCC2)nnc1-c1ccccn1`?
Wnt bcat act: 65*; Rtt109 HAT inh: -13; MITF TRPM1 HTS: 1; dFosB activator: 1; RTF Ca sens act: 11; CDK5 inh: 0.4; CAL PDZ FP-1: -0.4; CAL PDZ FP-2: 0; V-ATPase pH: -3; Tat export inh: -3

Results for Cc1cc(C)n(C(=O)c2cccc(S(=O)(=O)N3CCCCC3)c2)n1 ?
Wnt bcat act: 0; Rtt109 HAT inh: 14; MITF TRPM1 HTS: 3; dFosB activator: -2; RTF Ca sens act: 4; CDK5 inh: -0.4; CAL PDZ FP-1: 1.6; CAL PDZ FP-2: 11; V-ATPase pH: -3; Tat export inh: 0

What do the screens show for `CC(C)CSc1n[nH]c(=S)s1`?
Wnt bcat act: 3; Rtt109 HAT inh: 0; MITF TRPM1 HTS: -4; dFosB activator: -2; RTF Ca sens act: 4; CDK5 inh: 0.4; CAL PDZ FP-1: 0.1; CAL PDZ FP-2: 2; V-ATPase pH: 0; Tat export inh: 1

What do the screens show for `CCC/C(O)=C1\C(=O)CC(C)(C)CC1=Nc1cccc([N+](=O)[O-])c1`?
Wnt bcat act: 1; Rtt109 HAT inh: 1; MITF TRPM1 HTS: -9; dFosB activator: 4; RTF Ca sens act: 6; CDK5 inh: -1.3; CAL PDZ FP-1: -0.8; CAL PDZ FP-2: -3; V-ATPase pH: 4; Tat export inh: 0

Results for Cc1cc(C)cc(C(=O)NCC(=O)OCC(=O)Nc2cccnc2Cl)c1 ?
Wnt bcat act: -1; Rtt109 HAT inh: 0; MITF TRPM1 HTS: 6; dFosB activator: -2; RTF Ca sens act: -1; CDK5 inh: -0.3; CAL PDZ FP-1: -0.7; CAL PDZ FP-2: -8; V-ATPase pH: -3; Tat export inh: -14

How did Cc1ccc(NC(=O)c2cccnc2)c([N+](=O)[O-])c1 do in these assays?
Wnt bcat act: 1; Rtt109 HAT inh: 0; MITF TRPM1 HTS: -10; dFosB activator: 1; RTF Ca sens act: 1; CDK5 inh: -1.5; CAL PDZ FP-1: -0.2; CAL PDZ FP-2: -2; V-ATPase pH: -3; Tat export inh: 13

Results for COc1ccc(CC(=O)NNS(=O)(=O)c2ccccc2[N+](=O)[O-])cc1OC ?
Wnt bcat act: 10; Rtt109 HAT inh: 1; MITF TRPM1 HTS: -4; dFosB activator: -14; RTF Ca sens act: 1; CDK5 inh: 0.6; CAL PDZ FP-1: -2.3; CAL PDZ FP-2: -6; V-ATPase pH: -1; Tat export inh: -11

What do the screens show for `COc1cccc(NC(=O)C(=O)NCC2CCCN2S(=O)(=O)c2ccccc2)c1` (configuration not stated)?
Wnt bcat act: 43*; Rtt109 HAT inh: 0; MITF TRPM1 HTS: 158*; dFosB activator: -1; RTF Ca sens act: 1; CDK5 inh: 0.0; CAL PDZ FP-1: -2.9; CAL PDZ FP-2: -3; V-ATPase pH: 1; Tat export inh: -2

How did CCC(=O)N1CCN(c2ccc(NC(=S)NC(=O)c3cc4ccccc4o3)cc2)CC1 do in these assays?
Wnt bcat act: 3; Rtt109 HAT inh: -10; MITF TRPM1 HTS: 8; dFosB activator: 2; RTF Ca sens act: 0; CDK5 inh: 1.0; CAL PDZ FP-1: 0.0; CAL PDZ FP-2: 2; V-ATPase pH: 1; Tat export inh: 2

Results for Nc1nc(F)cc(NCc2ccccc2)n1 ?
Wnt bcat act: -1; MITF TRPM1 HTS: 3; dFosB activator: -2; RTF Ca sens act: 8; CDK5 inh: -0.1; CAL PDZ FP-1: 0.1; CAL PDZ FP-2: 8; V-ATPase pH: 1; Tat export inh: 3

Random draw from the library, and some 4.1% of all compounds hit somewhere here.
